Chronic BCR inh – chronic active BCR signaling inhibition. 340,000 tested, 0.05% active. ABC-DLBCL IkBa-CBG/CBR reporter, luminescence ratio, 4 h. Potency, µM (doses to about 46.1 µM), for the others: at the top dose ratio change, negative = lower green/red ratio, actives largely listed as inhibitors. AID 493014; active means well fitted inhibition curve with a large enough effect in the signal ratio, with a control signal flat, not every such curve was filed as active; inconclusive means small, poorly fitted or top-dose-only effect, or effect the other way, or a change in a side signal; the % refers to the signal ratio;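 further: potency means the concentration at half of the fitted maximal effect; plate controls were basal doxycycline-induced cells for no effect and cells given 10 µM MG132 for full effect; MG132 reads +100%, hits lower the ratio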
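TMD8 ABC-DLBCL cells carrying doxycycline-inducible green luciferase fused to IkappaBalpha plus unfused red luciferase were exposed to compounds (up to 46 uM) for 4 hrs at 37C. Activity came from the overlap-corrected green/red luminescence ratio.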
PTAP TSG101 blk – blocks PTAP/TSG101 interaction to inhibit HIV-1 budding. Fluorescence polarization, FITC-PTAP peptide / Tsg101 binding. 340,000 tested, under 10 active. Q99816. Potency, µM (titrated, usually from 115 µM), without a hit: at the highest dose activity change, negative = inhibition, usual class: inhibitors; active means well fitted inhibition curve with a large enough effect in the main read-out, with a control signal flat, not every such curve was filed as active; inconclusive means small, poorly fitted or top-dose-only effect, or effect the other way, or a change in a side signal; inactive means no such curve, though single readings can be large or run the other way; further: potency means the concentration at half of the fitted maximal effect; % of control where 0% means no effect
Target sequence (Q99816 whole entry, looked up): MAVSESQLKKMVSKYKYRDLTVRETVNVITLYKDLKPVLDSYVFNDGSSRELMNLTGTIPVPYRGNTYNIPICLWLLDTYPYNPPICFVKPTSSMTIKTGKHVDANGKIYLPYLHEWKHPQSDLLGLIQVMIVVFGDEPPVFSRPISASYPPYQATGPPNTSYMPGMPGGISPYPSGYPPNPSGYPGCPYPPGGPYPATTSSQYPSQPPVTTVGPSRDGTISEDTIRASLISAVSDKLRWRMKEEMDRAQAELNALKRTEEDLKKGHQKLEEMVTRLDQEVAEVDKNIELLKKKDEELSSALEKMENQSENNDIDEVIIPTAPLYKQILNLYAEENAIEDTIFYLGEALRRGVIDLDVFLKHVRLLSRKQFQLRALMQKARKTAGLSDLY
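Fluorescence polarization binding of Tsg101 binding domain (10 uM final) to FITC-labeled PTAP peptide (50 nM final) in HEPES pH 7.5 buffer with NaCl, Tween 20, EDTA, TCEP. Compounds added before peptide; binding 20 min at RT.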
Eya2 phos inh – inhibitors of human Eya2 phosphatase activity | 330,000 tested, 0.006% active | O00167 | Potency, µM (top dose mostly 76.9 µM), for inactives: at the highest dose activity, negative = inhibition, hits mostly inhibitors | recombinant Eya2, OMFP fluorescence dephosphorylation (OMFP is methylfluorescein phosphate); further: potency means the concentration at half of the fitted maximal effect; on the % scale 0 is the no-effect control and ±100 the full control effect
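Eya2 (0.2 uM) preincubated 10 min at ambient with compound, then OMFP substrate added at 50 uM; 10 min reaction in 50 mM HEPES pH 7.5, 50 mM NaCl, 5 uM MgCl2, 0.05% BSA, 1 mM DTT. Fluorescence read at Ex 485/Em 525 nm.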
TSHR antagonist – antagonists of human thyroid stimulating hormone receptor | P16473 | TSHR-expressing cells, TSH-stimulated cAMP HTRF, 2 h; active compounds read low | activity change, negative = inhibition, % at 11.5 µM | 330,000 tested, 0.2% active | AID 504810;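 active means activity change below a set negative limit, meaning inhibition stronger than a set level, cut at about -70% in these data; inconclusive means activity change between two set negative limits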; further: on the % scale 0 is the no-effect control and ±100 the full control effect
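Cell-based HTRF cAMP assay; TSHR cells + compound, TSH EC80 (4nM final), 2 h, 37 deg C. Lysis with anti-cAMP cryptate and cAMP-d2, 30 min RT, read 665/620 nm.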
Mito fusion act – blocks mitochondrial division or promotes mitochondrial fusion; 320,000 tested, 0.23% active; Potency, µM (series often up to 46.1 µM), inactives show at the highest dose growth rescue (activation), most hits filed as activators; AID 485298; S. cerevisiae fusion-defective mutant growth rescue, CellTiterGlo 48 h;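 further: potency means the concentration at half of the fitted maximal effect; % of control where 0% means no effect; nearly all actives have a fitted effect of over 45% in size; temperature-sensitive fusion mutants such as fzo1-1 at 37 °C on non-fermentable ethanol glycerol medium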
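Read-out: ATP-based luminescence (CellTiterGlo, 10 min ambient) reporting growth of fusion-defective ts yeast after 48 hours at 37C on glycerol/ethanol YPEG medium in the presence of compound.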
ELG1 DNA repair – inhibitors of ELG1-dependent DNA repair in HEK293T cells; HEK293T ELG1-luciferase reporter, luminescence, 16 h; DNA damage induced by 5-fluorouridine; Potency, µM (series often up to 46.1 µM), for the others: top-dose activity change, negative = inhibition, most hits filed as inhibitors; 330,000 tested, 2.3% active; AID 504467; further: potency means the concentration at half of the fitted maximal effect; on the % scale 0 is the no-effect control and ±100 the full control effect; nearly all actives have a fitted effect of over 55% in size
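DMSO vehicle served as the neutral condition. Each well held 2,000 cells given 5-fluorouridine plus compound; after 16 hr at 37 °C/5% CO2, ONE-Glo was added and luciferase measured 30 min later.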
ASM inhibitor – inhibitors of human secretory acid sphingomyelinase; Potency, µM (doses to about 57.5 µM), for inactives: at the top dose activity change, negative = inhibition, usual class: inhibitors; 340,000 tested, 0.006% active; P17405; placental ASM, HMU-PC fluorogenic substrate, 60 min; further: potency means the concentration at half of the fitted maximal effect
Target sequence (P17405 47-631 limits assumed): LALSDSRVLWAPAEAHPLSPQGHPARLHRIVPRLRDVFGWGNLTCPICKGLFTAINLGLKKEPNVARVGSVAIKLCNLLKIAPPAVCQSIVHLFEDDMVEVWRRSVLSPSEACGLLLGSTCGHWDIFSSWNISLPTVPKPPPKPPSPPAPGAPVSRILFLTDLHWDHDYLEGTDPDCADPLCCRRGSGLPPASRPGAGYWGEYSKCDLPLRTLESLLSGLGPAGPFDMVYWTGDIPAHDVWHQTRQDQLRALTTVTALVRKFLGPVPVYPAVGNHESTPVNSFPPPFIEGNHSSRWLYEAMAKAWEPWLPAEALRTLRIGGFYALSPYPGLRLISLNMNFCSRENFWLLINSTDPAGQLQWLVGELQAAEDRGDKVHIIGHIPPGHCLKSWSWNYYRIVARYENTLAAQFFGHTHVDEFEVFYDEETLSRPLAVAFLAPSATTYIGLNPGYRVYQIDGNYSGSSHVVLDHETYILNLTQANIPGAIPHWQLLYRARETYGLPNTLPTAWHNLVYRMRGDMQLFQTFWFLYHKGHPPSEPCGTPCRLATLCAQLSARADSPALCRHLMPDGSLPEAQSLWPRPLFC
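Steps: dispense placental human ASM, pin compound, wait 10 min at room temperature, add HMU-PC0 substrate at 9 uM final, incubate 60 min at 37 °C, add stop solution raising pH to 10, read fluorescence.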
TCR activator – T cell receptor activation; primary human leukocytes, anti-CD3, IL-2 HTRF, 48 h; Potency, µM (doses to about 9.22 µM), for inactives: at the highest dose activation of IL-2 secretion, actives largely listed as activators; 330,000 tested, under 10 active; further: % of control where 0% means no effect
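Primary human leukocytes receive a-CD3 beads and test compound and are incubated 48 hr. Secreted IL-2 is then assayed by HTRF, measuring 665nm acceptor emission after 320nm excitation of the europium donor.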
Tb PFK block – blocks T. brucei phosphofructokinase | T. brucei PFK, ADP-Glo luminescence | 330,000 tested, 0.17% active | O15648 | AID 485367 | Potency, µM (doses to about 57.5 µM), for inactives: at the top dose activity, negative = inhibition, actives largely listed as inhibitors;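 further: potency means the concentration at half of the fitted maximal effect; 0% = uninhibited 1x PFK enzyme wells and -100% = no-enzyme wells; nearly all actives have a fitted effect of over 60% in size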
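Compounds were pin-transferred as a titration series up to 57 uM into substrate buffer (0.5 mM F6P, 0.1 mM ATP, pH 8.0), then 1.25 nM PFK was added and reactions ran 45 min before ADP-Glo detection.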
A-T KAP1 phos – potential ataxia-telangiectasia treatment | Potency, µM (highest dose often 57.5 µM), without a hit: at the top dose activation, most hits filed as activators | AID 485349 | […] A-T fibroblasts, KAP-1 phosphorylation AlphaLISA; neocarzinostatin DNA damage 30 min before lysis | 320,000 tested, 0.19% active; further: potency means the concentration at half of the fitted maximal effect; % of control where 0% means no effect; nearly all actives have a fitted effect of over 45% in size
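ATM-like activity read as KAP-1 phosphorylation via AlphaLISA donor/acceptor antibody pairs after lysis and 6 hr at 25C. Cells were ATM-null patient fibroblasts ([…], hTERT), dosed 60 min, then exposed to the DSB inducer NCS for 30 min.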
a7 integrin act – activates integrin-mediated alleviation for muscular dystrophy | alpha7betagal myoblasts, beta-gal FDG fluorescence, 48 h | Potency, µM (doses to about 38.3 µM), for the others: at the top dose activation, hits mostly activators | 350,000 tested, 0.064% active | AID 624291;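 further: potency means the concentration at half of the fitted maximal effect; 100% = response of the positive control SU9516; nearly all actives have a fitted effect of over 60% in size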
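alpha7betagal+/- myoblasts (passage 13, 250/well) treated 48 h at 37C with compounds at 1:260 dilution of DMSO stock. Lysed, then beta-galactosidase activity read as FDG fluorescence (ex 480/em 540) after 30 min, with pre-read for autofluorescence.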
* = called active by the depositor; [ ] = another dose, or the depositor's remark. Unless noted, the call rests on the fitted dose curve; in most records, active means well fitted curve in the direction sought with a large enough effect; inconclusive means small, poorly fitted or top-dose-only effect, or another doubt; inactive means no such curve, though single readings can be large; an effect the other way counts as inactive or inconclusive. Compounds as they come (roughly 3.2% active in at least one column).

Oc1ccccc1N1CCN(C(c2ccccc2)c2ccccc2)CC1 was read as Chronic BCR inh 8%, PTAP TSG101 blk -1%, Eya2 phos inh -1%, TSHR antagonist -11, Mito fusion act -46%[inhibitor], ELG1 DNA repair 2%, ASM inhibitor -17%, TCR activator 6%, Tb PFK block 11%, A-T KAP1 phos -1% and a7 integrin act -28%.
Cn1c(=O)c(=O)n(C)c2cc(S(=O)(=O)NCCc3ccccc3)ccc21 was read as Chronic BCR inh 0%, PTAP TSG101 blk -4%, Eya2 phos inh -17%, TSHR antagonist 3, Mito fusion act -1%, ELG1 DNA repair -9%, ASM inhibitor -2%, TCR activator -2%, Tb PFK block 0%, A-T KAP1 phos -4% and a7 integrin act -32%.
Cc1ccccc1C(=O)Nc1nnc(SCC(=O)NC2CC2)s1 was read as Chronic BCR inh inconclusive, PTAP TSG101 blk -3%, Eya2 phos inh -5%, TSHR antagonist -44, Mito fusion act 2%, ELG1 DNA repair inconclusive, ASM inhibitor 1%, TCR activator -8%, Tb PFK block 1%, A-T KAP1 phos 0% and a7 integrin act 7%.
For CC(C)c1ccc(C2(C)NC(=O)N(CC(=O)NC3(C#N)CCCC3)C2=O)cc1 (stereo not given) the results were Chronic BCR inh -2%, PTAP TSG101 blk -1%, Eya2 phos inh 7%, TSHR antagonist -1, Mito fusion act -8%, ELG1 DNA repair -5%, ASM inhibitor 3%, TCR activator 3%, Tb PFK block -1%, A-T KAP1 phos 8% and a7 integrin act -27%.
Screening COc1cccc(-n2nnnc2SCC(=O)NCc2ccc3c(c2)OCO3)c1 returned Chronic BCR inh -8%, PTAP TSG101 blk -4%, Eya2 phos inh -2%, TSHR antagonist 0, Mito fusion act 3%, ELG1 DNA repair 0%, ASM inhibitor -1%, TCR activator -3%, Tb PFK block -2%, A-T KAP1 phos -6% and a7 integrin act -16%.
For O=C(NNC(=O)c1cccc(Br)c1)Nc1ccc(Cl)cc1 the results were Chronic BCR inh 1%, PTAP TSG101 blk -4%, Eya2 phos inh -15%, TSHR antagonist 7, Mito fusion act 1%, ELG1 DNA repair inconclusive, ASM inhibitor 2%, TCR activator -2%, Tb PFK block -1%, A-T KAP1 phos 28µM* and a7 integrin act 10%.
Cc1nn(CCC#N)c2nc(-c3ccccc3)cc(C(F)(F)F)c12 was read as Chronic BCR inh 2%, PTAP TSG101 blk -3%, Eya2 phos inh -2%, TSHR antagonist 13, Mito fusion act 3%, ELG1 DNA repair 5%, ASM inhibitor 10%, TCR activator 5%, Tb PFK block -2%, A-T KAP1 phos 12% and a7 integrin act -14%.
O=C(CN(C(=O)CCC(=O)Nc1nccs1)c1cccc(F)c1)NCC1CCCO1 (stereo not given) was read as Chronic BCR inh 13%, PTAP TSG101 blk -2%, Eya2 phos inh 13%, TSHR antagonist 2, Mito fusion act -3%, ELG1 DNA repair 2%, ASM inhibitor 2%, TCR activator 2%, Tb PFK block -7%, A-T KAP1 phos -4% and a7 integrin act 1%.
For Cn1c(=O)[nH]c(=O)c2c1nc(SCCN1CCOCC1)n2CCCc1ccccc1 the results were Chronic BCR inh inconclusive, PTAP TSG101 blk -6%, Eya2 phos inh 4%, TSHR antagonist 90, Mito fusion act 3%, ELG1 DNA repair inconclusive, ASM inhibitor 3%, TCR activator -6%, Tb PFK block 1%, A-T KAP1 phos 0% and a7 integrin act 4%.
Screening COc1ccc(C2(C(=O)N3CCC(n4nc(-c5ccccc5)oc4=O)CC3)CC2)cc1 returned Chronic BCR inh 1%, PTAP TSG101 blk -2%, Eya2 phos inh -3%, TSHR antagonist 10, Mito fusion act -2%, ELG1 DNA repair 10%, ASM inhibitor -1%, TCR activator 0%, Tb PFK block 0%, A-T KAP1 phos 3% and a7 integrin act 2%.
O=C(NCCCN1CCCC1=O)C1CCN(S(=O)(=O)N2CCOCC2)CC1 was read as Chronic BCR inh -1%, PTAP TSG101 blk -3%, Eya2 phos inh 4%, TSHR antagonist 3, Mito fusion act -5%, ELG1 DNA repair 20%, ASM inhibitor 3%, TCR activator 2%, Tb PFK block -4%, A-T KAP1 phos 1% and a7 integrin act 25%.
Nc1nc(NC(=O)/C=C/c2ccc(F)cc2)nn1-c1ccccc1 was read as Chronic BCR inh -13%, PTAP TSG101 blk -1%, Eya2 phos inh 3%, TSHR antagonist 4, Mito fusion act 4%, ELG1 DNA repair -5%, ASM inhibitor -1%, TCR activator 13%, Tb PFK block 0%, A-T KAP1 phos -4% and a7 integrin act -10%.
Screening Cc1sc(NC(=O)c2ccco2)c(C(c2cccnc2)N2CCN(CCO)CC2)c1C (stereo not given) returned Chronic BCR inh -19%, PTAP TSG101 blk -2%, Eya2 phos inh 2%, TSHR antagonist 1, Mito fusion act 4%, ELG1 DNA repair -2%, ASM inhibitor 0%, TCR activator 6%, Tb PFK block 1%, A-T KAP1 phos 0% and a7 integrin act 15%.
Screening CCN(C(=O)c1ccc2c(Cl)c3c(nc2c1)CCC3)c1cccc(C)c1 returned Chronic BCR inh inconclusive, Eya2 phos inh -7%, TSHR antagonist 0, Mito fusion act inconclusive, ELG1 DNA repair inconclusive, Tb PFK block 1% and A-T KAP1 phos 21%.
Screening O=C(COC(=O)c1cccc(Cl)c1Cl)NCCN1C(=O)CSC1=O returned Chronic BCR inh 0%, PTAP TSG101 blk -6%, Eya2 phos inh 4%, TSHR antagonist 0, Mito fusion act 1%, ELG1 DNA repair 10%, ASM inhibitor -1%, TCR activator 1%[46.1 µM], Tb PFK block 3%, A-T KAP1 phos 7% and a7 integrin act 0%.
Screening Cc1ccc(C(=O)N2C(=S)C(c3ccc(F)cc3)=NC23CCN(C)CC3)cc1 returned Chronic BCR inh 0%, PTAP TSG101 blk -1%, Eya2 phos inh -10%, TSHR antagonist -6, Mito fusion act 0%, ELG1 DNA repair -16%, ASM inhibitor -1%, TCR activator -8%[46.1 µM], Tb PFK block 4%, A-T KAP1 phos 29% and a7 integrin act -39%.
`CCCOC(=O)c1cccc(NC(=O)C(C)(C)C)c1` gave Chronic BCR inh inconclusive, PTAP TSG101 blk -7%, Eya2 phos inh 0%, TSHR antagonist 0, Mito fusion act 7%, ELG1 DNA repair 0%, ASM inhibitor -2%, TCR activator 0%, Tb PFK block -2%, A-T KAP1 phos -11% and a7 integrin act 21%.
CC(=O)Nc1cc[n+](C(C)C(=O)c2ccccc2)cc1 (stereo not given) was read as Chronic BCR inh 1%, PTAP TSG101 blk -4%, Eya2 phos inh -6%, TSHR antagonist 2, Mito fusion act -9%, ELG1 DNA repair -12%, ASM inhibitor -2%, TCR activator -3%, Tb PFK block -6%, A-T KAP1 phos 12% and a7 integrin act -8%.
CCN(C(=O)COC(=O)c1ccc(Cl)c(S(=O)(=O)N2CCCCC2)c1)C1CCS(=O)(=O)C1 (stereo not given) was read as Chronic BCR inh inconclusive, PTAP TSG101 blk -6%, Eya2 phos inh 0%, TSHR antagonist -14, ELG1 DNA repair -29%, ASM inhibitor 1%, TCR activator -24%, Tb PFK block -19%, A-T KAP1 phos 5% and a7 integrin act 17%.
Screening CN1CCN(c2ccccc2/C=C2/C(=O)Nc3ccccc32)CC1 returned Chronic BCR inh inconclusive, PTAP TSG101 blk -4%, Eya2 phos inh -10%, TSHR antagonist 2, Mito fusion act -6%, ELG1 DNA repair 0%, ASM inhibitor -17%, TCR activator 4%, Tb PFK block 14%, A-T KAP1 phos -14% and a7 integrin act -27%.
O=S(=O)(Nc1ccn(-c2ccccc2)n1)c1ccc(Br)cc1 was read as Chronic BCR inh 3%, PTAP TSG101 blk -9%, Eya2 phos inh -14%, TSHR antagonist -5, Mito fusion act inconclusive, ELG1 DNA repair inconclusive, ASM inhibitor -5%, TCR activator -7%, Tb PFK block -5%, A-T KAP1 phos 1% and a7 integrin act 3%.
For COc1ccc(CN2CCCCCC2)cc1Br the results were Chronic BCR inh 1%, PTAP TSG101 blk 1%, Eya2 phos inh 0%, TSHR antagonist -21, Mito fusion act 3%, ELG1 DNA repair -4%, ASM inhibitor -1%, TCR activator 2%, Tb PFK block -7%, A-T KAP1 phos -2% and a7 integrin act 0%.
Screening COc1ccccc1NC(=O)COC(=O)c1[nH]c(=O)[nH]c(=O)c1N returned Chronic BCR inh inconclusive, PTAP TSG101 blk -1%, Eya2 phos inh -1%, TSHR antagonist 2, ELG1 DNA repair 21%, ASM inhibitor 63%[activator], TCR activator 6%, Tb PFK block -14%, A-T KAP1 phos -8% and a7 integrin act 1%.

Screening data as filed in PubChem BioAssay.
